Compound activity from PubChem BioAssay.
uPA surface inh – qHTS for Inhibitors of Cell Surface uPA Generation; Potency, µM (doses to about 38.3 µM), without a hit: at the top dose activity change, negative = inhibition, most hits filed as inhibitors; hit rate 0.31% among 330,000; cell surface uPA generation assay, qHTS; AID 540303, 2011; active means well fitted inhibition curve with a large enough effect; inconclusive means small, poorly fitted or top-dose-only effect; inactive means no such curve, though single readings can be large or run the other way; tested in mouse RAW 264.7 cells; further: on the % scale 0 is the no-effect control and ±100 the full control effect; nearly all actives have a fitted effect of over 55% in size
FLuc modulator – qHTS profiling assay for firefly luciferase inhibitor/activator using purifed enzyme and Km concentrations of substrates (counterscreen for miR-21 project); Luciferin 4-monooxygenase (Photinus pyralis), P08659; purified FLuc, Km substrates, luminescence inhibition; Potency, µM (series often up to 57.5 µM), for inactives: at the highest dose activity change, negative = inhibition, hits mostly inhibitors; hit rate 6.9% among 360,000; AID 588342, 2011;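 further: plate controls were vehicle for no effect and reference inhibitor for full effect; nearly all actives have a fitted effect of over 55% in size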
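Purified P. pyralis luciferase (10nM final) with 10uM D-luciferin and 10uM ATP (Km levels) in 50mM Tris acetate pH 7.5, 10mM Mg acetate, 0.01% Tween-20, 0.05% BSA; qHTS 6-point titration, ~60 µM downward; luminescence read.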
RORgamma inh – qHTS for inhibitors of ROR gamma transcriptional activity | Nuclear receptor ROR-gamma (Mus musculus), P51450 | Drosophila S2 Gal4-RORgamma UAS-luciferase reporter, 20 h | Potency, µM (series often up to 53.6 µM), for inactives: at the top dose activity change, negative = inhibition, usual class: inhibitors | hit rate 5.4% among 310,000 | AID 2551, 2010; further: on the % scale 0 is the no-effect control and ±100 the full control effect; nearly all actives have a fitted effect of over 60% in size
Target sequence (P51450 whole entry, looked up, the tested form may be a part): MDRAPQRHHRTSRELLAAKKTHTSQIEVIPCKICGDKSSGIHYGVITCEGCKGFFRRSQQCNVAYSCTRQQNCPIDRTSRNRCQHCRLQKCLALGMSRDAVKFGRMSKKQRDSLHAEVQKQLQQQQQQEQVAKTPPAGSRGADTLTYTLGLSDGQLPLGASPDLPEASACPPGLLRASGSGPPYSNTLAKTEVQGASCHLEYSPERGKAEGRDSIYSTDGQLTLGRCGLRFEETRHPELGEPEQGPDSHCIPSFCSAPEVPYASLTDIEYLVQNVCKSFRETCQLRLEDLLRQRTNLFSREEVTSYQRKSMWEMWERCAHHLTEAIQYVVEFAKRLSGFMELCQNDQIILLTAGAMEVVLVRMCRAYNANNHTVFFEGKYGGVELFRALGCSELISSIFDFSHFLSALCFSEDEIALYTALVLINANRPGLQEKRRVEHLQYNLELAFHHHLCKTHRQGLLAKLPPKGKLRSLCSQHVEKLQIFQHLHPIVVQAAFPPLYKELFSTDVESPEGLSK
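In this cell-based reporter format, copper sulfate (700 uM final) drives Gal4–ROR gamma fusion expression from a metallothionein promoter in Drosophila Schneider cells; compounds preincubated 1 hr, reporter read after 20 hr at ambient temperature.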
ELG1 genotoxic – qHTS screen for small molecules that induce genotoxicity in human embryonic kidney (HEK293T) cells expressing luciferase-tagged ELG1 | HEK293T ELG1-luciferase reporter, luminescence, 16 h | Potency, µM (top dose mostly 46 µM), inactives show at the highest dose activity change, positive = activation, most hits filed as activators | hit rate 1.3% among 330,000 | AID 504466, 2011; further: % of control where 0% means no effect; nearly all actives have a fitted effect of over 60% in size
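Reporter readout depends on ELG1 protein level, which increases with genetic stress. After 16 hr compound exposure at 37 °C, luciferase activity was quantified using ONE-Glo.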
MBNL1-CUG inh – qHTS Assay for Inhibitors of MBNL1-poly(CUG) RNA binding; Muscleblind-like protein 1 (Homo sapiens), Q9NR56; TR-FRET MBNL1-His/biotin-(CUG)12 binding, 665/545 ratio; Potency, µM (highest dose often 57.5 µM), for inactives: at the highest dose activity change, negative = inhibition, hits mostly inhibitors; hit rate 0.036% among 280,000; active means well fitted inhibition curve with a large enough effect in the signal ratio, with a control signal flat, not every such curve was filed as active; inconclusive means small, poorly fitted or top-dose-only effect, or effect the other way, or a change in a side signal; inactive means no such curve, though single readings can be large or run the other way; the % refers to the signal ratio; further: on the % scale 0 is the no-effect control and ±100 the full control effect
Target sequence (Q9NR56 whole entry, looked up): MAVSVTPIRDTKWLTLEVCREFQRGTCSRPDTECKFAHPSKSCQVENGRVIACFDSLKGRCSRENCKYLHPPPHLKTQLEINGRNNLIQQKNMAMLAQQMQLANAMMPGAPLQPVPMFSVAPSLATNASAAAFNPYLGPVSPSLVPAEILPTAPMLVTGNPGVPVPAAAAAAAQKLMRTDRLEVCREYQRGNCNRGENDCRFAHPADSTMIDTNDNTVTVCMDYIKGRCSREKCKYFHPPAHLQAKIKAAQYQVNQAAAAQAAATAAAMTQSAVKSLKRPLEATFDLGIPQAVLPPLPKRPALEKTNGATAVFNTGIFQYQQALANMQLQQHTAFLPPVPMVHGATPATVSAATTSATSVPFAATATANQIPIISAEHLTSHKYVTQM
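Ratiometric TR-FRET (665 over 545 nm, excitation 340 nm) tracks disruption of MBNL1-His/biotin-(CUG)12 complex after 60 min at room temperature, with compounds at 92 nM to 58 uM final.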
NPC1 promoter act – qHTS Assay for NPC1 Promoter Activators. Huh7 NPC1 promoter luciferase reporter, 24 h. Potency, µM (series often up to 9.22 µM), for inactives: top-dose activation, usual class: activators. hit rate 2.4% among 320,000. AID 485313, 2010;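 further: % of control where 0% means no effect; nearly all actives have a fitted effect of over 60% in size; reporter is driven by a mutant NPC1 promoter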
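Readout is luciferase luminescence, reflecting NPC1 promoter activation in stably transfected Huh7 cells after 24 h compound exposure at 37 °C in reduced-serum medium with 10% FBS.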
BRCA1 expr act – qHTS Assay to Identify Small Molecule Activators of BRCA1 Expression | hit rate 1.1% among 380,000 | MCF7-BRCA1-FFLuc reporter, luminescence, 48 h; response scale: scaled: vehicle 0%, 10 µM genistein 100% | Potency, µM (series often up to 46.1 µM), inactives show top-dose activation, actives largely listed as activators; further: nearly all actives have a fitted effect of over 80% in size; some results filed as inactive show a strong effect at the top dose
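Cells: MCF7-BRCA1-FFLuc, 2000/well. Exposure: 48 h, 37 °C, 5% CO2. Read: luminescence, 15 min post-substrate. Controls: genistein 10 microM (maximal activation), DMSO (neutral).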
Rab9 promoter act – qHTS Assay for Rab9 Promoter Activators. Huh7 Rab9 promoter-luciferase reporter, luminescence, 24 h. Potency, µM (series often up to 9.22 µM), for the others: at the top dose activation, negative = inhibition, most hits filed as activators. hit rate 2.8% among 320,000. AID 485297, 2010; further: % of control where 0% means no effect; nearly all actives have a fitted effect of over 60% in size
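Huh7 reporter line, Rab9 promoter upstream of luciferase. Compound exposure 24 h at 37 °C in reduced-serum medium with 10% FBS. Read-out: luminescence.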
VP16 counter – VP16 counterscreen qHTS for inhibitors of ROR gamma transcriptional activity; Drosophila S2 Gal4-VP16 UAS-luciferase, luminescence, 20 h; Potency, µM (highest dose often 53.6 µM), for the others: top-dose activity, negative = inhibition, most hits filed as inhibitors; hit rate 3.5% among 310,000;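 further: Gal4-VP16 expression switched on by copper sulfate through the metallothionein promoter; on the % scale 0 is the no-effect control and ±100 the full control effect; nearly all actives have a fitted effect of over 50% in size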
p53 reactivation – qHTS assay for re-activators of p53 using a Luc reporter | H1299 p53-A138V BP100-luciferase reporter, luminescence, 24 h | Potency, µM (highest dose often 92.2 µM), inactives show at the highest dose activity change, positive = activation, usual class: activators | hit rate 0.063% among 320,000; further: % of control where 0% means no effect; nearly all actives have a fitted effect of over 45% in size
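H1299 (p53-null), stable ts p53-A138V + BP100-Luc; 1000 cells/well, Opti-MEM/10% FBS; cpd 4 pt, 1:5; 24 h, 37 deg C, 5% CO2; detection reagent 10 min RT; luminescence.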
The depositor's hits bear a star; ? = inconclusive; . = no result given; & = joins results of further samples; [ ] = remark or other dose. Unless noted, the call rests on the fitted dose curve; in most records, active means well fitted curve in the direction sought with a large enough effect; inconclusive means small, poorly fitted or top-dose-only effect, or another doubt; inactive means no such curve, though single readings can be large; an effect the other way counts as inactive or inconclusive. Potency means the concentration at half of the fitted maximal effect.

SMILES | uPA surface inh | FLuc modulator | RORgamma inh | ELG1 genotoxic | MBNL1-CUG inh | NPC1 promoter act | BRCA1 expr act | Rab9 promoter act | VP16 counter | p53 reactivation
O=C(NCCc1c[nH]c2ccccc12)Nc1ccccc1 | 2% | -17% | 34% | 0% | 1% | 13% | 37% | 14% | 1% | -10%
Cc1ccc(-c2noc(C3CCCN(C(=O)c4ccc(C(C)(C)C)cc4)C3)n2)o1 (stereo not given) | -4% | 1% | ? | -22% | -4% | -2% | -48% | -4% | ? | -7%
COc1ccc(OCc2ccc(C(=O)N3CCOCC3)cc2)cc1 | 4% | ? | -29% | 2% | -15% | 13% | 51% | 0% | -4% | ?
Cc1cccc(OCC(=O)Nc2ccccc2N2CCCCC2)c1C | -20% | -1% | . | -2% | . | -14% | -85% | -1% | . | -6%
COc1ccccc1NC1=C(Cl)C(=O)N(C2CCCCC2)C1=O | 3% | -2% | 0% | -2% | 10% | -4% | -26% | 0% | -6% | 16%
CCOC(=O)c1cc(C)sc1NC(=O)CSC1=NCCS1 | -9% | 1% | . | -5% | -3% | 0% | -18% | 0% | . | .
O=C(N=NC(=O)c1ccco1)c1ccc2c(O)n(N3C(=O)c4ccccc4C3=O)c(O)c2c1 | 1% | -2% | 8% | -2% | ? | 0% | 15% | 3% | 4% | -2%
Cc1cc(NC(=O)CSc2nnc(-c3c[nH]c4ccccc34)n2-c2ccc(F)cc2)no1 | -28% | 1% | -26% | 8% | -4% | -1% | 0% | 3% | -20% | 2%
O=C(CNS(=O)(=O)c1ccc2ccccc2c1)OCC(=O)c1ccc(Br)s1 | -1% | 8% | -5% | -3% | 23% | 9% | 10% | 9% | -9% | 2%
CSc1ccccc1NC(=O)c1ccncc1 | 12% | -6% | 9% | 10% | 3% | 10% | 0% | 9% | -1% | 2%
COc1ccc(C(=O)Cn2c(=O)oc3ccc(C)cc32)cc1 | -3% | -9% | 24% | 6% | -6% | -1% | 2% | 0% | 8% | -4%
COC(=O)c1ccc(N2CCS(=O)(=O)CC2)cc1 | 2% | -6% | 20% | 4% | 0% | 1% | 0% | 5% | 2% | 1%
CCn1c(C)c(P(=O)(N2CCOCC2)N2CCOCC2)c2ccccc21 | 4% | 2% | -4% | 0% | -2% | -2% | -3% | 2% | -2% | -1%
O=S(=O)(c1ccc2ncn(O)c2c1)N1CCOCC1 | -1% | -3% | -1% | -3% | -5% | 1% | 2% | 3% | 9% | 1%
COC(=O)c1cc(Nc2cc(C)nc3ncnn23)cc(C(=O)OC)c1 | 18% | 5% | 1% | 2% | 23% | -1% | -2% | -1% | 19% | -13%
O=C1CSC(c2ccccc2)N1CC12CC3CC(CC(O)(C3)C1)C2 (stereo not given) | -1% | 0% | 1% | -4% | -8% | -1% | 27% | -4% | -5% | 0%
Cc1[nH]c(C)c(S(=O)(=O)N(C)Cc2ccccc2)c1C(=O)N1CCCC1 | -1% | 4% | -3% | 1% | -6% | 1% | -1% | 0% | -23% | 2%
NNC(=O)c1cc2c(s1)CCCCCC2 | -10% | ? | ? | -2% | -1% | -3% | -55% | 8% | -22% | -4%
C=C/C(C)=C/C[C@H]1C(=C)CCC2[C@](C)(C(=O)O)CCC[C@@]21C (stereo not given in full) | 1% | 3% | . | 4% | . | 0% | -5% | -3% | . | 0%
O=C(CSCc1c(Cl)cccc1Cl)Nc1cccnc1 | 1% | 3% | 6% | -5% | -5% | -1% | -20% | -5% | -6%[10 µM] | -3%
CC(C)NC(=O)N1CCC(n2nccc2NC(=O)CCOc2ccccc2)CC1 | -7% | 7% | -30% | -2% | -5% | -1% | 9% | -4% | -17% | 4%
Cc1cccc(OCCC(=O)NNC(=O)c2ccoc2C)c1 | 1% | 1% | . | -3% | . | -4% | -1% | -1% | . | -1%
C/C(=N\Nc1nc(-c2cc(C)ccc2C)cs1)c1cc2ccccc2oc1=O | 3% | 8% | ? | -1% | . | -3% | -36% | -5% | 7% | -1%
O=C(NC1CCCCCCC1)c1ccc(Br)o1 | 1% | ? | 25% | 6% | -11% | 22% | ? | -4% | 17% | 16%
COc1ccc(-n2cc(CN[C@H]3CCCCNC3=O)c(-c3cccc(F)c3)n2)cc1 | -3% | 17µM* | -1% | -2% | -6% | -1% | -2% | 0% | -5% | -8%
COc1ccc(CC2S/C(=C(\C#N)C(=O)NCc3ccco3)N(c3ccc(C)cc3)C2=O)cc1 (stereo not given) | 2% | 3%[2.3 µM] | 19% | 0% | 0% | -4% | 0% | -1% | 8% | 2%
Cc1ccc(CN2CCN(/N=C/c3cc(Br)ccc3O)CC2)cc1 | -12% | 0% | ? | -6% | -6% | 5% | -9% | 0% | -4% | 3%
COc1ccc(OC)c(NC(=O)c2nnn(CC(=O)Nc3ccc4c(c3)OCO4)c2N)c1 | 0% | 0% | -8% | 1%[9.26 µM] | -7% | -2% | -5% | 0% | -7% | -8%
Cc1cc(CNC(=O)CC2C(=O)NCCN2Cc2ccc(-c3ccccc3)cc2)nn1C (stereo not given) | 4% | 5% | 0% | -5% | -1% | -5% | 6% | -1% | -13% | -1%
Cc1ccc(N(CCC(=O)O)S(=O)(=O)c2cccc(C(F)(F)F)c2)cc1 | 0% | ? | -1% | 1% | -24% | -6% | -8% | 1% | -3% | -1%
O=C1Nc2ccccc2N(O)N1c1ccc(Cl)cc1 | 1% | 0% | 2% | 0% | -6% | 0% | -1% | 1% | -11% | -1%
CC(C)(C)CN1CCNC[C@H]1Cc1ccc(O)cc1 | -6% | 0% | . | -1% | . | -5% | 1% | -5% | . | -1%
O=C(Nc1ccccc1O)c1ccc(C(=O)c2ccccc2)o1 | -7% | ? | ? | 8% | ? | ? | -17% | ? | -5% | .
CN(C)c1ccc(NC(=O)CSc2nnc(-c3cccs3)n2Cc2ccco2)cc1 | . | ? | 13% | 3% | -2% | -1% | -18% | 13% | 0% | -1%
COc1ccc(NC(=O)c2cc(S(=O)(=O)N3CCCCC3)c[nH]2)cc1Cl | -4% | 0%&-5% | 2% | 7% | -2% | -6% | 3% | 0% | -13% | .
COC(=O)C(C)N(C(=O)c1ccc(Cl)cc1)c1c(C)cccc1C (stereo not given) | . | 0% | ? | -5% | 6% | -1% | -11% | -1% | -11% | 1%
Cc1ccc(S(=O)(=O)N2CCN(C(=O)c3cc4c(C)nn(-c5ccccc5C)c4s3)CC2)cc1 | 0% | 2% | 19% | -10% | 4% | -6% | -43% | -3% | 10% | -3%
COC(=O)c1cccc(Cn2c(Cl)c(/C=N/NC(=O)c3ccccc3Cl)sc2=O)c1 | -11% | 2% | -13% | -4% | 9% | -2% | -43% | 5% | -6% | -21%
COCCN(C(=O)CCC(=O)Nc1cc(C)on1)C(C(=O)NC1CCCC1)c1ccc(C)cc1 (stereo not given) | ? | 4% | -9% | -1% | 2% | 0% | 1% | 1% | 1% | 4%
Cc1cccc(NC(=S)NNc2cccc(Cl)c2)c1 | -7% | -12% | 2µM* | -5% | 1% | -2% | -57% | 2% | ? | 13%

The last two entries of the part above lead into the next:
SMILES | uPA surface inh | FLuc modulator | RORgamma inh | ELG1 genotoxic | MBNL1-CUG inh | NPC1 promoter act | BRCA1 expr act | Rab9 promoter act | VP16 counter | p53 reactivation
COCCN(C(=O)CCC(=O)Nc1cc(C)on1)C(C(=O)NC1CCCC1)c1ccc(C)cc1 (stereo not given) | ? | 4% | -9% | -1% | 2% | 0% | 1% | 1% | 1% | 4%
Cc1cccc(NC(=S)NNc2cccc(Cl)c2)c1 | -7% | -12% | 2µM* | -5% | 1% | -2% | -57% | 2% | ? | 13%
CCOc1ccccc1-n1nnnc1SCc1nc2ccccc2s1 | 0% | 13µM* | 26% | -4% | 17% | 14% | -32% | 17% | 20% | 11%
COc1cccc(CNC(=O)CC2C(=O)NCCN2CCCc2ccccc2)c1 (stereo not given) | 15% | 0% | . | 0% | 2% | -1% | 0% | 4% | . | .
Cc1ccc(Cn2nc3c4cc(F)ccc4n(Cc4ccc(F)cc4)cc-3c2=O)cc1 | -5% | -1% | -6% | -2% | 2% | -2% | -3% | -1% | -2% | 3%
CCOC(=O)c1cccc(-n2c(C)cc(C=O)c2C)c1 | -3% | -1% | -10% | 8% | -10% | -3% | 15% | -2% | 3% | 2%
Cc1c(NC(=O)COC(=O)/C=C/c2ccccc2Br)c(=O)n(-c2ccccc2)n1C | -2% | 1% | . | -1% | . | -1% | 1% | -4% | . | 5%
Cc1ccc(-c2cc(O)cc3sc(=O)oc23)cc1C | 2% | -18% | 1% | 4% | -17% | 3% | -25% | -2% | -14% | 5%
COCCCn1c(-c2ccc(OC)cc2)nc2c1c(=O)[nH]c(=O)n2Cc1ccccc1 | -1% | 0% | 5% | 12% | -7% | -4% | -16% | -3% | -17% | 1%
CCOC(=O)CSc1ncnc2c1sc1nc(N3CCOCC3)c3c(c12)CCCC3 | 7% | 1% | -1% | -5% | 55%[activator] | 2% | 1% | 2% | -13% | -1%
